E-sel TNF inh – E-selectin induction blockers in HUVEC – imaging, immunofluorescence, high content, primary screen; AID 1246, 2008; actives 0.71% (n = 120,000); inhibition, % at 2 µM; HUVEC TNFa-induced E-selectin immunofluorescence;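 active means inhibition above the batch mean plus 3 SD, and confirmed as a hit on visual image review, cut at about 43% in these data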;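 further: 0% = TNF-stimulated DMSO wells and 100% = unstimulated control wells; not every result past the cut was called active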
The depositor's hits bear a star.

canonical_smiles	E-sel TNF inh
COc1ccc(OCC(=O)Nc2ccc(N3CCC(C)CC3)cc2)cc1	-62
Cn1c(=O)n(C)c2cc(/C=N/NC(=O)c3ccncc3)ccc21	14
CCC(C)N1C(=O)N(C)C2NC(=O)NC21 (stereo not given)	-15
O=C(CN1CCN(c2ccccc2O)CC1)NC(=O)NC1CCCC1	33
Cc1ccc(C(C(=O)NCc2ccco2)N(C(=O)Cc2cccs2)c2cccnc2)cc1 (stereo not given)	-23
CC(C)(C)NC(=O)NC(=O)CN1CCN(C(c2ccccc2)c2ccccc2)CC1	17
CCOc1ccc(CN2CCN(Cc3[nH]c4ccccc4c3C)CC2CCO)cc1 (stereo not given)	-18
Cc1ccc(CNC(=O)COC(=O)CCC(=O)c2cccs2)cc1	5
Cc1ccc(C(=O)Nc2ccc(S(=O)(=O)N3CCOCC3)cc2)cc1	-19
CCOC1=C/C(=C/c2c(N)n3nc(S(=O)(=O)CC)sc3nc2=O)C=CC1=O	-59
CC(NC(=S)Nc1ccc(OC(F)F)cc1)c1ccc(F)cc1 (stereo not given)	-18
CC(=O)N1CCc2cc(N=NC3=C(O)CCCC3=O)ccc21	-15
O=C(NNc1nc(=O)c2cccnc2s1)c1ccccc1O	15
COc1ccc(C2/C(=C(/O)c3ccc(C)cc3)C(=O)C(=O)N2CC2CCCO2)cc1OC (stereo not given)	1
CCOC(=O)c1c(C)[nH]c(C(=O)COC(=O)C2=NNC(=O)CC2)c1C	-2
Cc1cc(C)c(NC(=O)c2c[nH]c(=S)n2-c2ccc(F)cc2)c(C)c1	-30
C=CCOn1c(=O)c(-c2ccccc2)[n+]([O-])c2ccccc21	-27
CSc1nsc2nc(=O)c(/C=C3\C(C)=Nc4ccc(C)cc43)c(N)n12	3
COc1ccc(-c2[nH]ncc2[C@@H]2C[C@H]3CN(Cc4ccccc4C)C(=O)[C@]34CCCN24)cc1	-6
CN(C(=O)Cn1cccc1C1=NC(c2ccccc2)CO1)c1ccccc1 (stereo not given)	5
Cc1csc(NC(=O)c2ccc(Cl)cc2[N+](=O)[O-])n1	2
Cn1c(SCc2nc3ccccc3c(=O)[nH]2)nc2ccccc21	-6
O=C(COc1ncnc2ccccc12)N1CCN(c2ccccc2)CC1	-17
CN1C(=O)S/C(=C/c2cccn2-c2cccc(C(=O)O)c2)C1=O	-44
CC(C)[C@H](NC(N)=O)C(=O)Nc1cccc([N+](=O)[O-])c1	-16
COc1cnn(-c2ccc(C)cc2)c(=O)c1Br	29
N#CCCN(C(=O)CO/N=C/c1cccc([N+](=O)[O-])c1)c1ccccc1	13
Cc1ccc(NC(=O)C2=C(c3ccccc3)S(=O)(=O)CCS2(=O)=O)cc1	79*
O=C(Nc1ccc(F)c(F)c1)c1ccc(F)c(S(=O)(=O)N2CCC3(CC2)OCCO3)c1	0
CCN(CC)c1nc(-c2ccccn2)nc(-c2ccccc2)c1C#N	5
O=C(CN1C(=O)NC2(CCCCCC2)C1=O)N1CCN(S(=O)(=O)c2ccccc2)CC1	13
COc1ccc(CN2CCN(Cc3csc(C(C)=O)c3)CC2CCO)c(C)c1C (stereo not given)	-36
CCOC(=O)c1c(NC(=S)NCC2CCCO2)sc(C)c1C (stereo not given)	9
Cc1ccc(OCC(=O)Nc2ccc(S(=O)(=O)Nc3ccccn3)cc2)cc1C	4
CCOC(=O)C1CCCN(C2CC(=O)N(c3ccc(C(C)C)cc3)C2=O)C1 (stereo not given)	9
COCCNC(=O)Cn1c(=O)n(CCCCCC(=O)NCc2ccc3c(c2)OCO3)c(=O)c2sccc21	-9
CCOC(=O)c1sc2nc(C)nc(Nc3ccccc3)c2c1C	-8
COc1ccc(OC)c(NC(=O)c2ccc(-c3cccs3)cc2)c1	53
CCOCc1[nH]c(=S)[nH]c(=O)c1Cc1ccc(OC(C)C)cc1	-22
O=C(O)c1ccc(COc2ccccc2/C=C2\NC(=O)N(Cc3ccc(F)cc3)C2=O)cc1	-19
COc1ccc(/C([O-])=C(/C(=S)Nc2ccc(C)c(C)c2)n2c[n+](C)c3ccccc32)cc1OC	-17
Cc1cc(=O)c(C(=O)O)cn1-c1ccc(C(C)C)cc1	13
CCOC(=O)C1=C(C)NC(=O)NC1c1cccs1 (stereo not given)	6
COc1ccc(C(C(=O)NCC2CCCO2)N(C(=O)CNC(=O)c2cccs2)c2ccccc2C)cc1OC (stereo not given)	-20
O=C(c1ccc(Cl)c([N+](=O)[O-])c1)N1CCN(c2ccccc2)CC1	13
O=C(Nc1cccnc1)c1ccc2nc(-c3ccccc3)c(-c3ccccc3)nc2c1	-38
COc1ccc(NC(=O)C2CCCC2)cn1	-13
CCNc1nc(NCC)nc(NC(N)=S)n1	25
CCOc1ncccc1C(=O)Nc1nnc(C)s1	-24
CN(C)/C=C/C(=O)c1ccc(S(=O)c2ccccc2)cc1 (stereo not given)	11

Next section
canonical_smiles	E-sel TNF inh
Cc1ccc(NCc2ccc(O)c3ncccc23)cc1	1
O=C(NCCCn1ccnc1)/C(=C/c1ccco1)NC(=O)c1cccs1	1
CCOc1ccc2[nH]c(=O)c(CN(CCCN3CCOCC3)Cc3nnnn3Cc3ccc(OC)cc3)cc2c1	1
O=C(COC(=O)c1cc[n+]([O-])cc1)Nc1ccccc1Sc1ccccc1	-10
c1ccc2oc(-c3[nH]ncc3CN(Cc3ccncc3)CC3CCCO3)cc2c1 (stereo not given)	-33
CCC(C)CN1CCC(CO)(Cc2ccccc2Cl)CC1 (stereo not given)	-16
CCOc1cc(C(=O)Nc2ccc(N3CCOCC3)cc2)cc(Br)c1OC	0
N#CCCN(Cc1cccnc1)C(=S)NC(=O)c1ccco1	-22
CCc1ccc(C2c3[nH]c4ccccc4c3CCN2C(=O)c2cc(C)nn2C)cc1 (stereo not given)	-15
O=C(Nc1ccccn1)c1ccc(S(=O)(=O)c2ccc(Cl)cc2)cc1	-22
COc1ccc(CN2CCNC(=O)C2CC(=O)N(C)Cc2ccccn2)cc1OC (stereo not given)	-9
Cc1ccc(NC(=O)CCl)c(C)c1	0
S=c1[nH]nc(-c2cccnc2)n1/N=C/c1ccco1	-28
O=C(CN1C(=O)NC2(CCCCCC2)C1=O)Nc1ccc2c(c1)CCC2	-46
COc1ccc(OC)c(-c2nc(CN3CCCCC3c3cccnc3)c(C)o2)c1 (stereo not given)	-14
C/C(=N\NC(=O)C1COc2ccccc2O1)c1ccc(Cl)s1 (stereo not given)	-38
COc1ccccc1C1CC(c2ccc(NS(C)(=O)=O)cc2)=NN1C(=O)c1ccccc1 (stereo not given)	-6
Cc1ccccc1-n1nc(C)c2c(C(=O)NN)cc(-c3ccncc3)nc21	-5
C=CCNC(=O)COc1ccc(S(=O)(=O)N2CCCC2)cc1	-13
Cc1ccc(NCc2nnc(SCC(N)=O)o2)c(C)c1	2
CC(=O)Nc1ccc(/C=N/N2C(=O)NC(C)(c3ccc(OC(F)F)cc3)C2=O)cc1 (stereo not given)	-21
C=COCCNC(=S)N1CCOCCOCCN(C(=S)NCCOC=C)CCOCCOCC1	10
COc1ccc(S(=O)(=O)N2CCNC(=O)C2)cc1Br	-10
CC(C)N(C(=O)Cn1cc(SCC(N)=O)c2ccccc21)C(C)C	7
COc1ccc(OCc2nnc(SCC(=O)N3CCOCC3)o2)cc1	-12
O=C(c1ccc(S(=O)(=O)N2CCCCCC2)cc1)N(c1ccccn1)C1CCCCC1	-15
CCCC(=O)NNC(=O)CCC(=O)Nc1ccccc1Cl	4
CC(C)C(=O)Nc1nnc(SCc2cccc(F)c2)s1	2
COc1ccc2c(c1)C(c1ccc(C)o1)=NNC(c1cccnc1)=N2	-18
Cc1ccc2nc(SCc3nc4ccccc4c(=O)[nH]3)[nH]c2c1	-7
Cc1nn(-c2ccc(F)cc2)c(Cl)c1/C=C/C(=O)N1CCNC(=O)C1	17
COc1cccc(CNC(=O)C2=Cc3cccc(OC)c3OC2)c1	8
CCOC(=O)C1CCN(C(=O)C2(NC(=O)NC3CCCCC3)CCCCC2)CC1	-36
NC(=O)Cc1nc2scc(-c3ccccc3)c2c(=O)[nH]1	-55
CN(Cc1ccccc1)C(=C(Cl)Cl)/C(=C1/NCCN1C)[N+](=O)[O-]	-7
CN(C)CCCN(C(=O)c1ccco1)c1nc2c(F)cccc2s1	-6
Cc1nc(Nc2nc3ccccc3o2)nc(C)c1C	-17
COc1ccc(CN(C)C(C)C(=O)Nc2ccc(S(=O)(=O)N3CCCC3)cc2)c(OC)c1OC (stereo not given)	-11
COc1ccccc1CNC(=O)c1cc2c(=O)[nH]c3ccccc3c2n1C	5
C/C(CCS(=O)(=O)c1ccccc1)=N/O	-16

Entries listed above marked active in E-sel TNF inh:
canonical_smiles	E-sel TNF inh
Cc1ccc(NC(=O)C2=C(c3ccccc3)S(=O)(=O)CCS2(=O)=O)cc1	79*

(more compounds)
canonical_smiles	E-sel TNF inh
CC(NC(=O)c1cccc(Br)c1)c1ccccc1 (stereo not given)	2
Cc1cc(C(=O)COc2ccccc2C(N)=O)c(C)n1C1CC1	-37
Cc1cc(C(=O)Nn2c(-c3ccncc3)nc3ccccc3c2=O)ccc1[N+](=O)[O-]	-13
Cc1nn(CC(=O)NCc2ccc(C(=O)O)cc2)c(C)c1[N+](=O)[O-]	30
COc1ccc(NC(=O)C2CCCN(S(=O)(=O)c3cccc4nonc34)C2)cc1OC (stereo not given)	0
CC(C)Oc1ccc(C(CC(=O)O)NC(=O)C(Sc2ccccc2)c2ccccc2)cc1 (stereo not given)	6
COc1cccc(CN2CCNC(=O)C2CC(=O)NCCOc2cccnc2)c1 (stereo not given)	-21
Cc1ccccc1S(=O)(=O)NC1OC(=O)C(Oc2ccccc2)=C1Br (stereo not given)	-24
CCOC(=O)CSc1nc2cccnc2n1C	-45
N/C(=N\N=C\c1ccc(O)cc1)c1nonc1N	21
CC(=O)c1cc2c(cc1NS(=O)(=O)c1ccccc1F)OCO2	-21
C[C@@H]1CN(C(=O)c2nc3ccc(Cl)cn3c2CN[C@H]2CCCCNC2=O)C[C@H](C)O1	-6
O=C(/C=C/c1ccc(Cl)cc1)Nc1ccc(S(=O)(=O)Nc2ncccn2)cc1	-21
O=S(=O)(Nc1cccc(S(=O)(=O)N2CCOCC2)c1)c1ccc(Cl)s1	3
Cc1ccc(N(CC(=O)NC(C)(C)C)C(=O)CNC(=O)c2cccs2)c(C)c1	-18
CCN(CC)C(=O)CSc1nnnn1-c1ccc(F)c(Cl)c1	31
COc1ccc(CCNC(=O)COC(=O)c2cc(OC)c(OC)cc2OC)cc1	-17
Cc1cc(OC(=O)c2ccccc2)c([N+](=O)[O-])c(=O)[nH]1	-11
COc1ccc(NC(C)=O)cc1S(=O)(=O)Nc1ccccc1C(=O)N1CCCC1	-21
COCCn1c(N)c(N(Cc2ccccc2)C(=O)Cc2ccccc2F)c(=O)[nH]c1=O	-5
O=C(COc1ccc(-c2ccccc2)cc1)N1CCN(C(=O)c2cccs2)CC1	-5
COC(=O)c1ccc(CN2CCN(CCc3ccccc3)C(CCO)C2)cc1 (stereo not given)	28
COc1cccc(OC)c1C(=O)OCC(=O)NC(=O)NCc1ccccc1	-1
O=C(COC(=O)c1ccccc1F)Nc1cccnc1Cl	-12
S=c1nc(C2COc3ccccc3O2)[nH][nH]1 (stereo not given)	-5
COc1cc(C=O)c(Br)cc1OCC(=O)NCc1ccccc1	-19
CO/N=C/c1cn(-c2ccc(Cl)cc2)nn1	35
COc1cc(OC)c(NC(=O)CCNS(=O)(=O)c2ccc3c(c2)oc(=O)n3C)cc1Cl	-17
COc1ccc(CC(=O)Nc2nc(-c3ccncc3)cs2)cc1	-3
Cc1cc(SCC(=O)c2ccc(O)c(O)c2)nc2ccccc12	-29

Reprinted at random: 7 entries already listed
canonical_smiles	E-sel TNF inh
CN(C(=O)Cn1cccc1C1=NC(c2ccccc2)CO1)c1ccccc1 (stereo not given)	5
Cc1nn(-c2ccc(F)cc2)c(Cl)c1/C=C/C(=O)N1CCNC(=O)C1	17
C/C(CCS(=O)(=O)c1ccccc1)=N/O	-16
O=C(c1ccc(S(=O)(=O)N2CCCCCC2)cc1)N(c1ccccn1)C1CCCCC1	-15
COc1cnn(-c2ccc(C)cc2)c(=O)c1Br	29
Cc1cc(C(=O)Nn2c(-c3ccncc3)nc3ccccc3c2=O)ccc1[N+](=O)[O-]	-13
CO/N=C/c1cn(-c2ccc(Cl)cc2)nn1	35

Other entries follow.
canonical_smiles	E-sel TNF inh
COc1ccc(-c2nc(SC(CC(=O)NCCO)c3cccs3)n[nH]2)cc1 (stereo not given)	-31
COCCn1c(NCc2ccco2)nc2c1c(=O)[nH]c(=O)n2C	-20
Cc1cc(C(F)(F)F)nn1CC(=O)NCc1ccco1	-1
O=S(=O)(c1ccc(Cl)cc1)N1CCN=C1SCc1cccnc1	3
Cc1ccc(C(=O)Nc2cccnc2)cc1[N+](=O)[O-]	8
Nc1nc(SCc2ccc(F)cc2)ns1	-25
O=S1(=O)CCN(Cc2cccc(C(F)(F)F)c2)CC1	-29
CC(=O)Nc1ccc2nc(SCC(=O)NCCOc3ccccc3)sc2c1	1
CCN(CC)C(=O)Oc1ccnc2cc(Cl)ccc12	-19
CCOc1ccc(NC(=S)NC(C)CCc2ccccc2)cc1 (stereo not given)	-15
OCC1(Cc2cccc(C(F)(F)F)c2)CCN(Cc2cc3ccccc3o2)CC1	-22
O=C(Cn1cnc2cc([N+](=O)[O-])ccc2c1=O)Nc1cccc(S(=O)(=O)N2CCOCC2)c1	2
CCC(=O)NNc1nc2c(F)cc(F)cc2s1	-2

Some of the compounds tested; rates above refer to the full screens.
